MsrA inh – bovine MsrA inhibition; 360,000 tested, 0.75% active; inhibition, % at 15.5 µM; AID 651718; purified bovine MsrA, absorbance read-out; in the data active = inhibition above about 4.5%;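 note: 0% = vehicle wells with enzyme and 100% = reference inhibitor wells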
CSN inh – blocks human CSN-mediated cullin deneddylation | AID 651999 | inhibition, % at 12.5 µM | Q92905 | 360,000 tested, 0.38% active | Purified CSN, SCF-Nedd8-OG deneddylation, fluorescence polarization;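 active = pattern-corrected inhibition above about 35%, with an unprinted fluorescence ratio check between 0.5 and 1.5, limit read from the data, passing the limit was not always enough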;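 note: 0% = enzyme with substrate and 100% = substrate without enzyme; some results filed as inactive read as strong as hits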
Target sequence (Q92905 whole entry, looked up, one chain of several): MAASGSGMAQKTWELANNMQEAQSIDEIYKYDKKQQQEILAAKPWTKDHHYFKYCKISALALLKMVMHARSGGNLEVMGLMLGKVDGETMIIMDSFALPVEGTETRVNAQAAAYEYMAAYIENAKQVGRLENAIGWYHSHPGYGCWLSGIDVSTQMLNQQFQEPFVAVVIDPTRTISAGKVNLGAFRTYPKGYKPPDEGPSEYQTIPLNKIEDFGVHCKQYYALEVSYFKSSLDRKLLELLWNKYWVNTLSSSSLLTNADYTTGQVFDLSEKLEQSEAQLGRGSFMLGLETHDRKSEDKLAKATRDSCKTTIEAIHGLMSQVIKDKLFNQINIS
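Detection – fluorescence polarization · System – HEK293T-derived human Csn5 enzyme · Controls – substrate-only high control, full reaction low control · Timing – 90 min, room temperature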
FAS TE block – blocks the thioesterase domain of human fatty acid synthase; P49327; recombinant FAS-TE, OMFH fluorogenic substrate, fluorescence endpoint; inhibition, % at 15 µM; 360,000 tested, 0.67% active; AID 602261;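 active = compounds whose normalised, plate-corrected inhibition of enzyme fluorescence in the single-dose primary screen is 50% or more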;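 note: 0% = DMSO with enzyme and 100% = substrate without enzyme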
Rin1 Abl inh – human Rin1-Abl interaction inhibition; TR-FRET Rin1/Abl binding, biochemical; inhibition, % at 7.35 µM; 360,000 tested, 0.4% active; AID 588664; in the data active = inhibition above about 5%, passing the limit was not always enough
MsrA act – activators of bovine methionine sulfoxide reductase A | purified bovine MsrA, absorbance read-out | 360,000 tested, 0.3% active | AID 602163 | activation, % at 10.6 µM; in the data active = activation above about 7.5%;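 note: 0% = vehicle and 100% = reference activator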
PABP1 MLLE inh – inhibitors of microRNA-mediated deadenylation, human PABP1 MLLE binding; P11940; GST-MLLE / FITC-PAM2 fluorescence polarization; inhibition, % at 20 µM; 360,000 tested, 0.36% active; AID 588489; in the data active = inhibition above about 35%, passing the limit was not always enough;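 note: plate controls were DMSO wells with GST-MLLE for no effect and wells lacking GST-MLLE protein for full effect; some results filed as inactive read as strong as hits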
MT1-MMP act inh – inhibitors of human MT1-MMP activation. P50281. HT1080 RFP-PRO-GFP cells, GFP/RFP ratio fluorescence, overnight; percent of plate control window, DMSO zero. GFP/RFP ratio change, % at 20 µM. 360,000 tested, 0.061% active. AID 651647;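 active = GFP/RFP ratio change of at least 30% with cell ATP level not reduced by more than half and red fluorescence within 50% of control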; note: strong numbers were not always called active
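Read-out: GFP/RFP fluorescence ratio; Test system: RFP-PRO-GFP reporter HT1080 cells; Compound dosing: single-point 20 µM compound, 1% DMSO; Times: overnight compound exposure at 37 °C.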
eLon inh – inhibits E. coli Lon protease; P0A9M0; purified E. coli Lon protease, fluorescence polarization; inhibition, % at 7.94 µM; 360,000 tested, 0.42% active; AID 602123; in the data active = inhibition above about 13%, passing the limit was not always enough;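 note: 0% = enzyme with probe and DMSO and 100% = no enzyme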
Rpn11 block – Rpn11 (human) deubiquitinase inhibition. human 26S proteasome, Ub4-pepOG fluorescence polarization; 20S core pre-blocked with epoxomicin. calls only at 20 µM. 360,000 tested, 0.59% active. AID 588493;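 active = inhibition at 20 µM, scaled to each plate's controls, above about 33%, limit read from the data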
Target sequence (O00487 whole entry, looked up): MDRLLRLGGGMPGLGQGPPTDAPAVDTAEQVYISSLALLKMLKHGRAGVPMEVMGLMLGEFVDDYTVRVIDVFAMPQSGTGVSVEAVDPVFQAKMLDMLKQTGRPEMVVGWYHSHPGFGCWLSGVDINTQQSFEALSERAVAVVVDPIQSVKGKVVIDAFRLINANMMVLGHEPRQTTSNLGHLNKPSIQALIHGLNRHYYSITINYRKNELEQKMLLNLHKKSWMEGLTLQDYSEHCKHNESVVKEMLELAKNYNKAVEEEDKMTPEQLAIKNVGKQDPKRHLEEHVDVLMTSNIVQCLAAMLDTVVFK
Numbers without * were called inactive; i = inactive; . = no result given.

[1] COc1ccc(C2(c3ccc(OC)cc3)NC(=O)N(CC(=O)N3CCOCC3)C2=O)cc1
[2] Cc1ccc(S(=O)(=O)N(CC(=O)NCc2ccco2)Cc2ccccc2F)cc1
[3] Brc1ccc2ncc(Br)cc2c1
[4] CCOc1ccc(N(C(=O)c2snc(C(N)=O)c2N)C(C(=O)NCC2CCCO2)c2c[nH]c3ccccc23)cc1 (configuration not stated)
[5] COc1ccc(-c2csc3nc[nH]c(=O)c23)cc1OC
assay / entry,1,2,3,4,5
MsrA inh,0.4,0.5,0.1,-0.6,-0.6
CSN inh,-1,-5,-1,0,-2
FAS TE block,-9,4,2,9,-9
Rin1 Abl inh,0,1,-3,2,4
MsrA act,-1,-6,-2,-1,-3
PABP1 MLLE inh,-8,-1,-14,6,0
MT1-MMP act inh,-4,-2,1,-12,0
eLon inh,8,3,-14,3,3
Rpn11 block,i,i,i,i,i

[6] Cc1ccc(OCC(=O)NC(=S)Nc2cccc(C)n2)cc1
[7] CC(C)(C)NC(=O)NC(=O)CSc1nnc2ccccn12
[8] CCCCN1C(=O)C(CC(=O)NCC)SC1=Nc1ccccc1 (configuration not stated)
[9] O=C(NCc1cccs1)C1CC(=O)N(c2ccc(F)cc2)C1 (configuration not stated)
[10] CN(Cc1ncc[nH]1)C(=O)CC1C(=O)NCCN1Cc1c(F)cccc1Cl (configuration not stated)
assay / entry,6,7,8,9,10
MsrA inh,0.0,1.3,-0.2,1.3,-1.3
CSN inh,5,-7,-1,-7,-6
FAS TE block,-1,-9,-9,-10,1
Rin1 Abl inh,1,-1,6,2,2
MsrA act,-3,3,-13,-6,-4
PABP1 MLLE inh,-10,-5,5,-1,6
MT1-MMP act inh,2,3,7,-1,-6
eLon inh,-5,-4,2,-3,-8
Rpn11 block,i,i,i,i,i

[11] C/C(=N\NC(=O)Cc1ccc(Cl)cc1)c1cccc(NC(=O)c2cccnc2)c1
[12] O=C(c1ccccn1)N1CCN(C(=O)c2ccccn2)CC1
[13] CCOc1ccc(NC(=O)c2ccccc2SC)cc1
[14] COc1ccc(N2C(=O)c3ccccc3S2(=O)=O)cc1
[15] CCCC1(CCC)NC(=O)N(CC(=O)Nc2ccc(Cl)c(S(=O)(=O)N3CCOCC3)c2)C1=O
assay / entry,11,12,13,14,15
MsrA inh,0.5,2.1,-0.9,-0.5,1.9
CSN inh,4,4,0,1,4
FAS TE block,2,-13,-5,7,-2
Rin1 Abl inh,-1,-1,0,-1,0
MsrA act,3,-13,-2,-2,-3
PABP1 MLLE inh,-4,-13,16,-2,-15
MT1-MMP act inh,-3,-6,3,9,9
eLon inh,3,0,-6,1,-3
Rpn11 block,i,i,i,i,i

[16] COc1ccc(CNC(=O)c2cnc(C)cn2)c(OC)c1
[17] S=C(Nc1ccccc1Oc1ccccc1)Nc1cccc(Cl)c1Cl
[18] CC(=O)c1cccc(OC(=O)Oc2cccc(C(C)=O)c2)c1
[19] COc1ccc(C(=O)NC2CCCCCC2)cc1S(=O)(=O)N1CCCc2ccccc21
[20] CC(C)NC(=O)CC(=O)N/N=C/c1c(F)cccc1Cl
assay / entry,16,17,18,19,20
MsrA inh,-0.5,0.2,1.1,0.5,1.5
CSN inh,-6,-18,6,1,0
FAS TE block,-4,30,50*,26,-5
Rin1 Abl inh,0,-4,2,-3,2
MsrA act,-2,-2,-10,-2,1
PABP1 MLLE inh,5,25,-1,-5,-14
MT1-MMP act inh,-3,-3,3,.,1
eLon inh,-1,4,-6,9,-5
Rpn11 block,i,i,i,i,i

Of the compounds above, 3 have an NH in an aromatic ring.
[4] CCOc1ccc(N(C(=O)c2snc(C(N)=O)c2N)C(C(=O)NCC2CCCO2)c2c[nH]c3ccccc23)cc1 (configuration not stated)
[5] COc1ccc(-c2csc3nc[nH]c(=O)c23)cc1OC
[10] CN(Cc1ncc[nH]1)C(=O)CC1C(=O)NCCN1Cc1c(F)cccc1Cl (configuration not stated)
assay / entry,4,5,10
MsrA inh,-0.6,-0.6,-1.3
CSN inh,0,-2,-6
FAS TE block,9,-9,1
Rin1 Abl inh,2,4,2
MsrA act,-1,-3,-4
PABP1 MLLE inh,6,0,6
MT1-MMP act inh,-12,0,-6
eLon inh,3,3,-8
Rpn11 block,i,i,i

Later entries.
[21] CN1CCN(Cc2nc3c([nH]2)c(=O)[nH]c(=O)n3C)CC1
[22] Nc1c(N(CCO)C(=O)C2CCCC2)c(=O)[nH]c(=O)n1Cc1ccccc1
[23] CCN(CC(=O)Nc1ccc2c(c1)OCCO2)C(=O)CCc1ccc(OC)cc1
[24] O=C(NNc1ccccn1)c1ccccc1CC[N+](=O)[O-]
[25] C1CCN(CCC2CCCCN2)CC1 (configuration not stated)
assay / entry,21,22,23,24,25
MsrA inh,-0.2,-1.3,-1.5,1.8,0.1
CSN inh,-2,-3,0,-21,-1
FAS TE block,-10,-9,-4,-1,-10
Rin1 Abl inh,-3,0,0,7,1
MsrA act,-12,-2,-1,-9,-7
PABP1 MLLE inh,-6,-8,5,-6,17
MT1-MMP act inh,-9,-2,-4,-6,4
eLon inh,-7,1,-1,-2,7
Rpn11 block,i,i,i,i,i

[26] C=CCn1c(SCc2nc3c(c(=O)[nH]c(=O)n3CCCC)n2CCC)nnc1-c1ccccc1
[27] Cc1ccc(C(=O)O/N=C2\CC3CCC2(C)C3(C)C)cc1 (configuration not stated)
[28] Nc1ncnc2c1nc(Sc1ccc(Cl)cc1)n2[C@@H]1O[C@@H]2COP(=O)(O)O[C@H]2[C@H]1O
[29] CC(=O)c1cn(-c2ccc(Cl)cc2)c(=O)[nH]c1=O
[30] Oc1cccc(/C=N/N2CCN(c3ccccn3)CC2)c1
assay / entry,26,27,28,29,30
MsrA inh,-1.1,-0.1,1.4,-0.1,-1.2
CSN inh,-3,-1,0,1,0
FAS TE block,-5,17,-2,-7,-2
Rin1 Abl inh,1,-3,-5,2,-3
MsrA act,-1,-1,-1,-3,0
PABP1 MLLE inh,-12,5,18,-8,10
MT1-MMP act inh,2,-1,2,-1,6
eLon inh,0,6,5,-1,2
Rpn11 block,i,i,i,i,i

[31] Cn1c(O)c(N=NC(=O)Cc2c[nH]c3ccccc23)c2ccccc21
[32] Cc1ccccc1SCC(=O)N1CCN(c2ccc(C(F)(F)F)cn2)CC1
[33] C=CCc1cc(Cl)ccc1OCCOCCNC(C)CC (configuration not stated)
[34] CC1CC(C)(C)CC2(C1)NC(=O)N(CC(=O)NC1CCCc3ccccc31)C2=O (configuration not stated)
[35] COc1ccc(S(=O)(=O)N2CCC(C(=O)N3CCCCC3)CC2)cc1
assay / entry,31,32,33,34,35
MsrA inh,1.5,-1.1,-0.9,1.8,0.8
CSN inh,-2,1,-3,-1,0
FAS TE block,-2,16,1,-3,0
Rin1 Abl inh,-4,2,1,4,-2
MsrA act,-4,-12,2,-9,-8
PABP1 MLLE inh,1,-20,6,4,1
MT1-MMP act inh,1,5,-7,2,-1
eLon inh,-2,-10,-8,1,-12
Rpn11 block,i,i,i,i,i

[36] CC(C)(C)OC(=O)N1CCC(NC(=O)c2nc[nH]c2C(=O)N2CCN(C(=O)OC(C)(C)C)CC2)CC1
[37] CCOC(=O)C(Cc1c[nH]c2ccccc12)NC(=O)c1ccccc1Br (configuration not stated)
[38] COc1ccc(-c2nc3ccccc3o2)cc1NC(=O)CSc1ccc(Cl)cc1
[39] COc1cc(NC(=O)c2ccc([N+](=O)[O-])o2)ccc1NC(=O)c1cccs1
[40] COc1cc(/C=C(\C#N)C(=O)N2CCOCC2)ccc1OCc1ccccc1
assay / entry,36,37,38,39,40
MsrA inh,-0.9,0.5,0.6,0.2,2.5
CSN inh,1,2,4,6,5
FAS TE block,-6,1,1,2,3
Rin1 Abl inh,4,-1,-2,0,-1
MsrA act,-3,0,-4,-2,-3
PABP1 MLLE inh,-2,2,3,5,-2
MT1-MMP act inh,1,-3,0,-5,-3
eLon inh,-9,0,-6,-5,-3
Rpn11 block,i,i,i,i,i

[41] OCc1cccc[n+]1CCc1ccccc1
[42] COc1cccc(N(CC(=O)NC2CCCC2)C(=O)CCC(=O)Nc2nccs2)c1
[43] CCCCn1c(SCC(=O)NCC2CCCO2)nc2ccc(N3CCOCC3)cc2c1=O (configuration not stated)
[44] CCOC(=O)c1ccccc1NCN1C(=O)CSC1=O
[45] Cc1occc1C(=O)Nc1sc2c(c1C(N)=O)CCCCC2
assay / entry,41,42,43,44,45
MsrA inh,0.1,0.5,0.3,0.3,-0.3
CSN inh,3,0,-2,-3,9
FAS TE block,-10,0,0,-4,-12
Rin1 Abl inh,-2,3,-2,0,-4
MsrA act,0,1,-3,-4,-12
PABP1 MLLE inh,-1,4,-44,-5,18
MT1-MMP act inh,-1,4,-3,-2,-2
eLon inh,-8,-4,2,-2,-6
Rpn11 block,i,i,i,i,i

[46] COc1cccc(NC(=O)c2ccccc2NC(=O)c2ccncc2)c1
[47] COc1ccc(C2CCCN2C(=O)Nc2ccc(C)c(C)c2)cc1OC (configuration not stated)
[48] Cc1ccc(-c2nnc(SCC(=O)CC(=O)Nc3ccccc3)n2C)cc1
[49] C=CCNC(=O)N1CCCC(N2CCN(c3ccccc3OC)CC2)C1 (configuration not stated)
[50] Cc1ccccc1/C=C/c1cc[n+](C)cc1
assay / entry,46,47,48,49,50
MsrA inh,-0.9,0.3,0.3,-0.1,3.5
CSN inh,-4,-9,3,0,-1
FAS TE block,1,-2,-4,-4,-4
Rin1 Abl inh,-1,3,-1,-2,-1
MsrA act,-2,-2,-1,-6,-1
PABP1 MLLE inh,-17,0,-5,-9,-112
MT1-MMP act inh,-1,-1,-1,3,-2
eLon inh,-10,-9,11,7,3
Rpn11 block,i,i,i,i,i

[51] Cc1ccc(C)c(N(C(=O)Cn2nnc(-c3cccs3)n2)C(C(=O)NC2CC2)c2ccc(C)o2)c1 (configuration not stated)
[52] CNc1cccnc1C=NNC(N)=S
[53] CS(=O)(=O)c1nc(S(=O)(=O)c2ccc(Cl)cc2)c(N2CCC3(CC2)OCCO3)s1
[54] Cc1cc(C)n(CC2CC(=O)N(c3ccc(Cl)cc3)C2=O)n1 (configuration not stated)
[55] Cn1c(=O)c2cc(NC(=O)NCCc3cccs3)ccc2n1Cc1ccccc1
[56] COc1cc(OC)c(-c2nc3c[n+](CC(=O)c4ccccc4)ccc3n2C)cc1OC
[57] O=C1CCc2ccc(NC(=O)C3CC3)cc2N1
[58] O=C([C@@H]1CC=C[C@@H]2CCN(C3CCCCC3)C(=O)[C@@H]21)N1CCN(c2ccccc2)CC1
assay / entry,51,52,53,54,55,56,57,58
MsrA inh,-0.7,1.7,0.1,0.3,0.3,0.7,-0.5,1.5
CSN inh,-2,-14,-3,-5,-7,0,-3,-2
FAS TE block,8,-5,9,0,-2,-5,-5,-8
Rin1 Abl inh,2,-9,0,3,-1,2,2,1
MsrA act,-1,-10,-4,-11,-5,-1,5,0
PABP1 MLLE inh,-7,30,-1,-17,-7,2,0,7
MT1-MMP act inh,1,-29,0,-1,-1,3,5,2
eLon inh,-9,-16,-11,3,1,5,2,-6
Rpn11 block,i,i,i,i,i,i,i,i
